# NPC1 prom act: NPC1 promoter activation; Huh7 NPC1 promoter luciferase reporter, 24 h; 320,000 tested, 2.4% active; Potency, µM (top dose mostly 9.22 µM), inactives show at the highest dose activation, actives largely listed as activators;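 further: % of control where 0% means no effect; nearly all actives have a fitted effect of over 60% in size; reporter is driven by a mutant NPC1 promoter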
#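 In 1536-well qHTS, Huh7 cells harboring an NPC1 promoter–luciferase construct received compound for 24 h; activation was quantified by luminescence following luciferase reagent addition.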
# Rab9 prom act: Rab9 promoter activation. Huh7 Rab9 promoter-luciferase reporter, luminescence, 24 h. Potency, µM (top dose mostly 9.22 µM), inactives show at the top dose activation, negative = inhibition, most hits filed as activators. 320,000 tested, 2.8% active; further: % of control where 0% means no effect; nearly all actives have a fitted effect of over 60% in size
#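 Measured in stably transfected Huh7 cells bearing a Rab9 promoter–luciferase construct: 24 h compound treatment at 37 °C, followed by luminescence detection.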
# Gal4-VP16 FLuc: counter-screen for ROR gamma inhibitors: Gal4-VP16 reporter | Drosophila S2 Gal4-VP16 UAS-luciferase, luminescence, 20 h | 310,000 tested, 3.5% active | Potency, µM (series often up to 53.6 µM), for the others: at the highest dose activity, negative = inhibition, hits mostly inhibitors;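 further: Gal4-VP16 expression switched on by copper sulfate through the metallothionein promoter; on the % scale 0 is the no-effect control and ±100 the full control effect; nearly all actives have a fitted effect of over 50% in size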
# p53 reactivation: mutant p53 re-activation in reporter cells; 320,000 tested, 0.063% active; H1299 p53-A138V BP100-luciferase reporter, luminescence, 24 h; Potency, µM (series often up to 92.2 µM), for inactives: at the top dose activity change, positive = activation, actives largely listed as activators; AID 504706; further: % of control where 0% means no effect; nearly all actives have a fitted effect of over 45% in size
#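 H1299 (p53-null), stable ts p53-A138V + BP100-Luc; 1000 cells/well, Opti-MEM/10% FBS; cpd 4 pt, 1:5; 24 h, 37 deg C, 5% CO2; detection reagent 10 min RT; luminescence.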
# uPA generation: cell surface uPA generation inhibition; cell surface uPA generation assay, qHTS; Potency, µM (highest dose often 38.3 µM), for the others: at the highest dose activity change, negative = inhibition, actives largely listed as inhibitors; 330,000 tested, 0.31% active; active means well fitted inhibition curve with a large enough effect; inconclusive means small, poorly fitted or top-dose-only effect; inactive means no such curve, though single readings can be large or run the other way; tested in mouse RAW 264.7 cells; further: on the % scale 0 is the no-effect control and ±100 the full control effect; nearly all actives have a fitted effect of over 55% in size
# BRCA1 expr act: increases BRCA1 expression | MCF7-BRCA1-FFLuc reporter, luminescence, 48 h; response scale: scaled: vehicle 0%, 10 µM genistein 100% | 380,000 tested, 1.1% active | AID 624202 | Potency, µM (top dose mostly 46.1 µM), for the others: top-dose activation, actives largely listed as activators; further: nearly all actives have a fitted effect of over 80% in size; some results filed as inactive show a strong effect at the top dose
#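 Compounds are tested at multiple concentrations on MCF7 BRCA1-luciferase reporter cells seeded at 2000 per well; after 48 h, a single luminescence end-point is taken and curves fitted to the normalized data.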
# ELG1 genotox: genotoxicity induction in ELG1-luciferase HEK293T cells | 330,000 tested, 1.3% active | HEK293T ELG1-luciferase reporter, luminescence, 16 h | Potency, µM (titrated, usually from 46 µM), without a hit: at the highest dose activity change, positive = activation, actives largely listed as activators | AID 504466; further: % of control where 0% means no effect; nearly all actives have a fitted effect of over 60% in size
#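 ELG1-luciferase HEK293T cells, 2,000/well; compound pinned in; 16 hr, 37 °C, 5% CO2; ONE-Glo, 30 min RT; luminescence on CCD imager.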
# MBNL1-CUG inh: blocks human MBNL1 binding to CUG repeat RNA; 280,000 tested, 0.036% active; AID 2675; Potency, µM (highest dose often 57.5 µM), without a hit: top-dose activity change, negative = inhibition, usual class: inhibitors; Q9NR56; TR-FRET MBNL1-His/biotin-(CUG)12 binding, 665/545 ratio; active means well fitted inhibition curve with a large enough effect in the signal ratio, with a control signal flat, not every such curve was filed as active; inconclusive means small, poorly fitted or top-dose-only effect, or effect the other way, or a change in a side signal; inactive means no such curve, though single readings can be large or run the other way; the % refers to the signal ratio; further: on the % scale 0 is the no-effect control and ±100 the full control effect
# Target sequence (Q9NR56 whole entry, looked up): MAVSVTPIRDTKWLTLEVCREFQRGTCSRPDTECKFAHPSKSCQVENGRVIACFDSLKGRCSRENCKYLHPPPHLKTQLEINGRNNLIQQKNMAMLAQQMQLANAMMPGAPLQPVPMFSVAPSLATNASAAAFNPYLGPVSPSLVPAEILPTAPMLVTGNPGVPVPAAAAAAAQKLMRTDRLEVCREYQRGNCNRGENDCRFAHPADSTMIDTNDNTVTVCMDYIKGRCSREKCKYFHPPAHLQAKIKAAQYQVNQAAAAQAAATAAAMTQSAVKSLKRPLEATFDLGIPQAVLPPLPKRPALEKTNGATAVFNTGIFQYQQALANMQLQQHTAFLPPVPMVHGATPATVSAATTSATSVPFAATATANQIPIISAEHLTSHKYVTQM
#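 TR-FRET readout: Ex 340 nm, 665/545 nm emission ratio, normalized to buffer-only (basal) and MBNL1-(CUG)12 controls. Complex of MBNL1-His with Biotin-(CUG)12, compounds 92 nM–58 uM, incubated 60 min at room temperature.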
# FLuc modulator: counter-screen for miR-21 project: firefly luciferase inhibitors or activators. purified FLuc, Km substrates, luminescence inhibition. Potency, µM (titrated, usually from 57.5 µM), without a hit: at the top dose activity change, negative = inhibition, actives largely listed as inhibitors. 360,000 tested, 6.9% active. AID 588342;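 further: plate controls were vehicle for no effect and reference inhibitor for full effect; nearly all actives have a fitted effect of over 55% in size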
#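 Purified P. pyralis luciferase, 10 nM final, with Km-level 10 uM D-luciferin and 10 uM ATP in 50 mM Tris acetate pH 7.5, 10 mM Mg acetate, 0.01% Tween-20, 0.05% BSA; 6-point qHTS titration about 60 µM downward; luminescence read.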
# RORgamma inh: ROR gamma (mouse) transcription inhibition; Potency, µM (doses to about 53.6 µM), inactives show top-dose activity change, negative = inhibition, usual class: inhibitors; Drosophila S2 Gal4-RORgamma UAS-luciferase reporter, 20 h; 310,000 tested, 5.4% active; P51450; further: on the % scale 0 is the no-effect control and ±100 the full control effect; nearly all actives have a fitted effect of over 60% in size
# Target sequence (P51450 whole entry, looked up, the tested form may be a part): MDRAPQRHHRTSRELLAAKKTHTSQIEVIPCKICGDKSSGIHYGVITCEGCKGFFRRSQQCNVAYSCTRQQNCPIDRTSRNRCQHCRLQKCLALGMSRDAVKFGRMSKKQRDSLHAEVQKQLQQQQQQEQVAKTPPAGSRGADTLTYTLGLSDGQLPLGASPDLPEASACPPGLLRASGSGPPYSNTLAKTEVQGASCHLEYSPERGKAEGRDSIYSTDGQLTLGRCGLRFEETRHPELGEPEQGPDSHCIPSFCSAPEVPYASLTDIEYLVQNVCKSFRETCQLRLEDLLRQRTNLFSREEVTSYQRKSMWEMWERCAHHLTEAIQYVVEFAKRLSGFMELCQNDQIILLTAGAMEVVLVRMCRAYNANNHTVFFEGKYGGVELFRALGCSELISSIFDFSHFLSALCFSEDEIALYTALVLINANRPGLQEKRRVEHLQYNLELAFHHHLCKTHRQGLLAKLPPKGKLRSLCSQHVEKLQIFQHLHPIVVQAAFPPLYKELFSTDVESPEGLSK
#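 Drosophila S2 cells stably expressing Gal4-DBD/mouse RORγ fusion under metallothionein promoter plus UAS-luciferase; compound 1 h, then 700 uM CuSO4 induction for 20 h at ambient temperature; inhibition read as reduced luminescence.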
# The depositor's hits bear a star; u = inconclusive; x = not tested or not shown; & = joins results of further samples; [ ] = dose if it differs, or a comment. Unless noted, the call rests on the fitted dose curve; in most records, active means well fitted curve in the direction sought with a large enough effect; inconclusive means small, poorly fitted or top-dose-only effect, or another doubt; inactive means no such curve, though single readings can be large; an effect the other way counts as inactive or inconclusive. Potency means the concentration at half of the fitted maximal effect. Compounds were not picked by outcome; about 13% have a hit in one of these screens.
Structure,NPC1 prom act,Rab9 prom act,Gal4-VP16 FLuc,p53 reactivation,uPA generation,BRCA1 expr act,ELG1 genotox,MBNL1-CUG inh,FLuc modulator,RORgamma inh
Cc1ccc(S(=O)(=O)N2CCOCC2)cc1NC(=O)CSc1nnc(N)s1,-1%,1%,1%,1%,-2%,3%,-1%,2%,3%,1%
CC(C)CCN1C(=O)c2ccc(C(=O)Nc3ccccc3C(=O)O)cc2C1=O,4%,0%,19%,12%,1%,u,4%,u,21µM*,-1%
O=C(O)c1cccnc1NC1CCCC1,-2%,-1%,-7%,-2%,12%,1%,-6%,-4%,0%,-21%
COc1ccc(C)cc1S(=O)(=O)N1c2ccccc2CC1C (stereo not drawn),-3%,0%,-2%,-3%,x,-30%,-3%,-6%,9%,-8%
CC(C(=O)NN)c1ccc([N+](=O)[O-])cc1 (stereo not drawn),-3%,2%,-11%,7%,2%,-6%,1%,u,0%,-17%
O=C(Oc1c(CN2CCOCC2)cc(Cl)c2cccnc12)c1ccccc1F,-39%[inhibitor],-33%[inhibitor],2.2µM*,6%,-4%,-78%,-15%,x,1%,1.1µM*
N#Cc1c(C(F)(F)F)cc(=O)n2c1[nH]c1ccccc12,0%,2%,u,-19%,-4%,-69%,-6%,10%,27µM*,u
COc1ccc(/C=C/C(=O)NCCn2c(C)cc3ccccc32)cc1OC,0%,-1%,-12%,-3%,16%,-3%,-1%,-14%,4%,u
COc1ccc(F)cc1S(=O)(=O)N1CCCN(S(=O)(=O)c2cc(F)ccc2OC)CC1,-1%,0%,7%,1%,-3%,-13%,-7%,2%,8%[2.3 µM],3%
COc1ccc(C(=O)NCCOC(C)C)cc1OC1CCN(C(C)=O)CC1,-1%,4%,-3%,x,31%[activator],-3%,0%,-5%,4%,1%
Cc1cccc(C)c1OCC(=O)NC(Cc1c[nH]c2ccccc12)C(=O)O (stereo not drawn),-1%,-3%,-3%,1%,1%,10%,2%,-6%,u,-7%
Cc1cccc(OCC(=O)Nc2ccc(S(=O)(=O)Nc3onc(C)c3C)cc2)c1C,-4%,-3%,-9%,-1%,0%,-7%,-2%,-5%,u,10%
O=C(NCCN1C(=O)CSC1=O)c1ccccc1,3%,-2%,1%,13%,-4%,3%,-3%,-1%,0%,35%
COCC1CCN(C(=O)c2cc(COc3ccc(-n4cncn4)cc3)on2)C1 (stereo not drawn),-4%,2%,3%,-14%,1%,2%,-1%,-3%,5%,-3%
Oc1ccc(-c2cccc(-c3ccc(O)cc3)c2)cc1,29%,4%,1%,x,u,10µM*,u,2%,17µM*,-12%
COc1cc(O)c(C(CCN2CCCC2)c2ccc(N(C)C)cc2)c(OC)c1 (stereo not drawn),-3%,-4%,u,0%,-8%,10%,2%,1%,1%,-12%&-85%
COc1ccc(Oc2nc(Oc3ccc(OC)cc3)nc(Oc3ccc(OC)cc3)n2)cc1,-3%,-2%,x,-7%,x,4%,-3%,1%,1%,5%[0.365 µM]
COc1cc(/C=N\NC(=O)c2ccc(-c3ccccc3)cc2)cc(OC)c1OC(C)=O,-3%,12%,-11%,-4%,3%,35%,-2%,10%,u,-34%
NC(=O)c1ncc(C(F)(F)F)cc1Oc1cccnc1,-8%,-3%,-11%,-4%,7%,-16%,0%,-12%,-1%,2%
C=C[C@@H]1c2ccccc2N(S(=O)(=O)c2ccc(C)cc2)[C@H](c2ccc(C(=O)OC)cc2)C1(C#N)C#N,x,x,x,-1%,10%,-19%,2%,x,x,x
Nc1nc(Nc2ccccc2F)nc(N2CCCC2)c1[N+](=O)[O-],0%,u,u,20%,-14%,0%,u,-1%,17µM*,35%
COc1ccccc1N1CCN(C(=O)C2CC=CCC2C(=O)O)CC1 (stereo not drawn),-2%,0%,-6%,2%,3%,5%,-4%,-6%,10%,-13%
COc1ccc(C2C(C(=O)OCC(=O)N3CCCCC3)CCC(=O)N2c2ccc(OC)cc2)cc1 (stereo not drawn),-4%,-6%,14%,2%,-2%,-18%,2%,-11%,9%,12%
COc1ccc(N2C(=O)CS/C2=N\C(=S)Nc2ccccc2)cc1,-2%,1%,-4%,2%,6%,-16%,3%,x,2%,-37%

# Reformatted: results already given
COc1ccc(C)cc1S(=O)(=O)N1c2ccccc2CC1C (stereo not drawn)
  NPC1 prom act: -3%
  Rab9 prom act: 0%
  Gal4-VP16 FLuc: -2%
  p53 reactivation: -3%
  uPA generation: x
  BRCA1 expr act: -30%
  ELG1 genotox: -3%
  MBNL1-CUG inh: -6%
  FLuc modulator: 9%
  RORgamma inh: -8%
CC(C(=O)NN)c1ccc([N+](=O)[O-])cc1 (stereo not drawn)
  NPC1 prom act: -3%
  Rab9 prom act: 2%
  Gal4-VP16 FLuc: -11%
  p53 reactivation: 7%
  uPA generation: 2%
  BRCA1 expr act: -6%
  ELG1 genotox: 1%
  MBNL1-CUG inh: u
  FLuc modulator: 0%
  RORgamma inh: -17%

# Molecules shown so far containing a CF3 group, in the order listed:
Structure,NPC1 prom act,Rab9 prom act,Gal4-VP16 FLuc,p53 reactivation,uPA generation,BRCA1 expr act,ELG1 genotox,MBNL1-CUG inh,FLuc modulator,RORgamma inh
N#Cc1c(C(F)(F)F)cc(=O)n2c1[nH]c1ccccc12,0%,2%,u,-19%,-4%,-69%,-6%,10%,27µM*,u
NC(=O)c1ncc(C(F)(F)F)cc1Oc1cccnc1,-8%,-3%,-11%,-4%,7%,-16%,0%,-12%,-1%,2%

# (more compounds)
Structure,NPC1 prom act,Rab9 prom act,Gal4-VP16 FLuc,p53 reactivation,uPA generation,BRCA1 expr act,ELG1 genotox,MBNL1-CUG inh,FLuc modulator,RORgamma inh
Cc1c(C(=O)N2CCc3ccccc32)oc2c1C(=O)CC(C)(C)C2,24%,u,11%,u,x,13µM*,3.3µM*,7%,8.5µM*,u
CCN(CC)C(=S)SCC(=O)Nc1ccc(F)cc1,-7%,4%,-11%,3%,7%,7%,-5%,9%,2%,u
Cc1ccc(OCc2nc(C#N)c(N3CCCCC3)o2)cc1,1%,-2%,-2%,2%,5%,0%,4%,9%,-6%,u
Cc1ccc(-c2nnn(CC(=O)N(CC(=O)NC3CCCC3)c3ccc(F)cc3)n2)o1,-6%,-3%,-2%,-7%,-3%,-24%,-3%,3%,-3%,-11%
CC1CCN(c2nc3c(c(=O)n(C)c(=O)n3C)n2CCSc2nc3ccccc3s2)CC1,0%,3%,2%,-7%,1%,-2%,-23%,8%,2%,-42%
CCOc1ccc(CCNC(=O)CSc2cc(=O)n(C)c3cc(Cl)ccc23)cc1OCC,2%,-3%,-4%,20%,-1%,7%,0%,1%,-8%&5%,9%
Cc1cccc(C)c1OCc1cc(C(=O)N2CCNC(=O)C2)no1,17%,-1%,-18%,-2%,10%,20%,4%,-4%,-8%,9%
CC(=O)Nc1cccc2c1[n+]([O-])c(C)c(C)[n+]2[O-],3%,-1%,6%,1%,x,x,-5%,22%,0%,-13%
C/C=C/Cn1c(SCc2ccc(C)cc2)nc2c1c(=O)[nH]c(=O)n2C,-1%,-3%,-3%,-18%,-12%,-25%,4%,-4%,2%,24%
Cc1ccc(O)c(C(=O)c2cnn(-c3ccccc3)c2)c1,-1%,3%,6%,u,0%,58%,u,3%,u,33%
O=C(CS(=O)(=O)c1ccc(Cl)cc1)Nc1nnc(-c2cccs2)o1,1%,0%,u,9%,3%,3%,0%,7%,0%,14µM*
COc1cc(SC)ccc1C(=O)Nc1cccc(C)n1,u,2µM*,0%,6%,-8%,u,u,-2%,3.4µM*,-36%

# Carrying on:
# Screens in order – NPC1 prom act | Rab9 prom act | Gal4-VP16 FLuc | p53 reactivation | uPA generation | BRCA1 expr act | ELG1 genotox | MBNL1-CUG inh | FLuc modulator | RORgamma inh
COCCN(C(=O)CSc1ncccn1)c1c(N)n(Cc2ccccc2)c(=O)[nH]c1=O
 : 1% | -5% | x | 5% | -1% | 3% | -3% | x | 2% | x
Nc1ccc(NC(=O)c2ccc(C(=O)Nc3ccc(N)cc3)cc2)cc1
 : 14% | 19% | 1% | 0% | 2% | u | -1% | -1% | -1% | 29%
O=C(CSc1nnc(-c2cccs2)o1)Nc1cccc(S(=O)(=O)N2CCCCC2)c1
 : -1% | -5% | 3% | 4% | 5% | -1% | 4% | x | -2% | -7%
Cc1ccc(N2CC(C(=O)O)CC2=O)cc1 (stereo not drawn)
 : -3% | -4% | 4% | 2% | 1% | 27% | 4% | -22% | 7% | -20%
COc1cc(C(=S)N2CCOCC2)cc(OC)c1O
 : -3% | 1% | -5% | 3% | 1% | -3% | 1% | -13% | -3% | 22%
O=C(O)c1ccc2c(c1)ncn2C1CCCC1
 : 4% | -1% | 0% | 10% | -4% | 76% | u | -4% | u | 38%
COc1ccccc1C(=O)Nc1ccc2[nH]ncc2c1
 : 0% | 22% | -8% | 6% | -3% | 16% | 10% | 3% | u | 4%
N#Cc1ccsc1NC(=O)CN1CCN(c2ccccc2)CC1
 : -4% | -3% | 6% | 10% | 3% | 4% | 0% | -10% | 6% | -7%

# Screens: PubChem BioAssay, National Center for Advancing Translational Sciences (NCATS)
